Assay outcomes: PubChem BioAssay, several laboratories
CaV13 FRET inh: Disruptors of the CACNA1D IQ motif to Ca2+-dependent inactivation inhibitor domain association, primary screening, Förster resonance energy transfer in intact living … | HEK cells, CFP/YFP FRET ICDI-IQ, plate reader, 10 min; percent FRET-ratio fall versus neutral wells | inhibition, % at 12.3 µM | 340,000 compounds, 0.098% hits;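 active means mean replicate inhibition of at least 30% and at least 1% of replicates passing that level; inconclusive means only one of the two criteria is met; inactive means neither criterion is met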;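 further: 0% = median of the neutral control wells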
Granule exo inh: blocks lytic granule exocytosis; TALL-104 LAMP-1 surface exposure, flow cytometry; cells stimulated with thapsigargin and PMA; inhibition, % at 10 µM; 360,000 compounds, 0.66% hits;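 active means inhibition above about 55%, limit read from the data; inconclusive means no clear call, values can overlap the other calls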
Vif imaging: HIV Vif inhibition; HEK293T cells, Vif self-association by quenched fluorescence, imaging, 24 h; inhibition, % at 7.49 µM; 340,000 compounds, 0.35% hits; AID 602346; in the data active means inhibition above about 50%, passing the limit was not always enough; inconclusive means no clear call, values can overlap the other calls; inactive means below about 31%; further: some results filed as inactive read as strong as hits
iPSC survival up: enhancers of human iPSC single-cell survival; 360,000 compounds, 0.044% hits; AID 602274; survival enhancement, % at 20 µM; hiPSC single-cell survival, ATPlite luminescence; 100% = ROCK inhibitor wells, 0% = DMSO; in the data active means survival enhancement above about 18%;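 further: cells exposed to compounds for 16 hours before the ATP read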
PDI turbidity: PDI (human) enzyme inhibition; 350,000 compounds, 0.052% hits; PDI insulin aggregation turbidity, A650, 90 min; P07237; inhibition, % at 10 µM;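 active means mean inhibition across replicates of 30% or more, whatever share of single replicates reach that level; inconclusive means mean inhibition below 30% while every single replicate reaches 30%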;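 further: absorbance from insulin aggregation driven by PDI reduction with DTT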
aDG glyco act: increases alpha dystroglycan glycosylation | Pro5-aDG cells, alpha-DG glycosylation AlphaScreen (IIH6); 0% Pro5, 100% B10-LARGE cell signal | activation, % at 10 µM | 360,000 compounds, 0.22% hits | AID 624168;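 active means activation of at least 8% versus controls, or a plate z-score of at least 8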;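 further: Pro5 are CHO cells carrying HIG-tagged alpha-DG that lacks glycosylation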
H9c2 protect: myocardial damage modulation in H9c2 cells; H9c2 cardiomyocytes, H2O2 injury protection, ATPLite, 2 h; protection from H2O2 cell death, % at 20 µM; 360,000 compounds, 0.63% hits;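 active means compounds giving at least 50% protection of heart cells from peroxide-induced death in the single-dose screen, raw or plate-pattern-corrected value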;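 further: 0% = DMSO wells with peroxide and 100% = DMSO wells without peroxide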
ABCB6 inh 2: blocks the human ABCB6 transporter. Q9NP58. K562-ABCB6 porphyrin accumulation, flow cytometry, 1 h; hits give low values. fluorescence ratio to DMSO, % at 10 µM. 360,000 compounds, 0.19% hits. AID 602162;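 active means fluorescence ratio to DMSO below 75%, the collection mean minus 3 SD; inconclusive means too few cells collected in the well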;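 further: signal is porphyrin accumulated inside mitochondria; 100% equals median channel fluorescence of DMSO control wells; lower ratio means ABCB6 inhibition with less porphyrin fluorescence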
Target sequence (Q9NP58 whole entry, looked up): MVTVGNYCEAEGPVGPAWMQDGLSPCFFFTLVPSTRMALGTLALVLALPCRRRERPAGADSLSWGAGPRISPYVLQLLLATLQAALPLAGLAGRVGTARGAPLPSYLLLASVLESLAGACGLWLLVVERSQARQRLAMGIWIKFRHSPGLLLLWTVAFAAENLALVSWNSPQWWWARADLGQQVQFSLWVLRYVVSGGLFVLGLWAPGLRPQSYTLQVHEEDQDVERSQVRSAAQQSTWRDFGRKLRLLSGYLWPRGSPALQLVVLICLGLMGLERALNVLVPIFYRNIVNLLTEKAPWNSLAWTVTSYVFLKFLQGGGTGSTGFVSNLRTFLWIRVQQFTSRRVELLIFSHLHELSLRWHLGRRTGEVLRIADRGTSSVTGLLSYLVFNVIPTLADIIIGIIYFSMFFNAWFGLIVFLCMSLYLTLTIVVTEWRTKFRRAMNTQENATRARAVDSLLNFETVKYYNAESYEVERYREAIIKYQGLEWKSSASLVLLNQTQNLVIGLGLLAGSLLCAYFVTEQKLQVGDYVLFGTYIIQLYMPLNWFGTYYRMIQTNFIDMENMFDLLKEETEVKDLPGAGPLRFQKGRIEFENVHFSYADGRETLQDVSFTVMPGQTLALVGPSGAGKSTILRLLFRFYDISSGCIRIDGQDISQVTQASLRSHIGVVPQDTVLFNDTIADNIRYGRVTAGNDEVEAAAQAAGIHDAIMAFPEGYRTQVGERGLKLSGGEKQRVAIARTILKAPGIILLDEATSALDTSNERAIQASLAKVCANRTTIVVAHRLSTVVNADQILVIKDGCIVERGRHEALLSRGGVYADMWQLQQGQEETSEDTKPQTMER
m5-HT2A agonist: mouse HTR2A agonism via beta-arrestin recruitment; 360,000 compounds, 0.66% hits; AID 624169; CHO-K1 mHTR2A beta-arrestin complementation, luminescence; percent of 30 µM serotonin response; activation, % at 7.6 µM;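 active means activation above a run cutoff, the mean activation of all tested compounds plus 3 SD, cut at about 14% in these data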;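 further: 0% = plate median of compound wells and 100% = 30 µM serotonin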
Glyco luc inh: blocks N-linked glycosylation in D54 reporter cells | AID 588692 | reporter increase, % at 12.5 µM | D54 ERlucT glycosylation luciferase reporter, 24 h; percent of 100 nM tunicamycin response | 360,000 compounds, 0.23% hits;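 active means mean luciferase reporter signal, scaled so untreated is 0 and the glycosylation-blocking control 100, at or above a set limit in every replicate; inconclusive means mean reaches the limit but not every replicate does; inactive means mean below the limit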;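 further: luciferase carries N-glycosylation sites so blocking glycosylation raises the light; 0% = median of neutral control wells and 100% = median of 100 nM tunicamycin wells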
An asterisk follows results filed as active; ? = inconclusive; . = no result given.

1. CCOc1ccc(NC(=O)CS(=O)(=O)c2cn(CC)c3ccccc23)cc1
2. O=C(NCc1ccco1)C(=O)NCC1OCCCN1S(=O)(=O)c1ccccc1 (centres undefined)
3. O=C(Nc1cccc([N+](=O)[O-])c1)c1ccc(N2CCCC2=O)cc1
4. C/C(CCc1oc2ccc(Cl)cc2c1-c1ccc(C)o1)=N\O
5. CCc1ccc(OCC(=O)Nc2ccc(S(=O)(=O)Nc3cc(C)on3)cc2)c(Br)c1
6. O=C(CN1C(=O)CSc2ccc(S(=O)(=O)N3CCOCC3)cc21)NCCCN1CCOCC1
7. Cc1ccc2c(c1)N(C(C)C(=O)NCc1cccs1)C(=O)CO2 (centres undefined)
8. O=C(NC(=S)Nc1ncc(Br)cc1Br)c1ccccc1
screen / no.,1,2,3,4,5,6,7,8
CaV13 FRET inh,-3,-5,-3,.,-6,-5,-16,-3
Granule exo inh,-15,-2,2,13,40,30,6,-7
Vif imaging,-6,2,-1,-7,9,-8,2,-16
iPSC survival up,-1.1,0.9,-1.4,-0.1,-0.1,0.3,0.1,0.3
PDI turbidity,.,2,-6,-3,-4,-1,-3,0
aDG glyco act,-0.3,-0.1,0.4,-0.2,0.2,0.0,-0.1,0.0
H9c2 protect,-3,0,0,5,0,23,4,-7
ABCB6 inh 2,93,102,83,89,93,100,98,94
m5-HT2A agonist,-5,4,3,-2,-1,7,3,-2
Glyco luc inh,2,1,-1,0,1,0,-1,-2

9. CC1=C(C(N)=O)C(c2cccnc2)n2nc(-c3cccc(C)c3)nc2N1 (centres undefined)
10. C=CCn1c(SCC(=O)c2ccc(Cl)s2)nc2ccccc2c1=O
11. COc1ccc(-c2cc(C(=O)Nc3ccc(S(=O)(=O)Nc4onc(C)c4C)cc3)c3ccccc3n2)cc1OC
12. CCOC(=O)C1(c2ccccc2)CCCNC1=O (centres undefined)
13. COc1ccc(N(C)S(=O)(=O)c2cccc(C(=O)Nc3nnc(C)s3)c2)cc1
14. CCOc1cc(N2CCOCC2)c(OCC)cc1NC(C)C(=O)N1CCC(C)CC1 (centres undefined)
15. CN(C)c1ccc(/C=C(\NC(=O)c2ccccc2)C(=O)NCCCN2CCOCC2)cc1
16. Cn1cc(S(=O)(=O)N2CCCC2)cc1C(=O)N1CCN(c2ccccc2)CC1
screen / no.,9,10,11,12,13,14,15,16
CaV13 FRET inh,-5,-3,2,-7,-2,-5,-7,11
Granule exo inh,-2,-2,-3,-1,-3,-4,2,-1
Vif imaging,3,-1,-26,.,-2,3,-6,.
iPSC survival up,0.4,4.1,1.3,2.7,-0.5,2.4,1.2,-0.2
PDI turbidity,-5,-7,-4,-2,7,-7,5,.
aDG glyco act,0.1,0.7,-0.1,0.1,-0.2,-0.1,-0.1,-0.2
H9c2 protect,1,-8,-2,-1,8,3,9,5
ABCB6 inh 2,99,100,99,95,101,105,100,?
m5-HT2A agonist,4,7,-3,8,-1,5,-1,2
Glyco luc inh,0,-2,0,-1,-1,3,0,4

17. COc1cc2sc3cc(NCc4ccc(C)o4)ccc3c(=O)c2cc1OC
18. Cc1ccc(N=CC=C2OC(C)(C)C(C)(C)O2)cc1
19. CCOc1cc(/C=N/NC(=O)CSc2nncn2C)ccc1OC(=O)c1ccc(Cl)cc1
20. CCN(c1ccc(OC)cc1)S(=O)(=O)c1cc(-c2cc(C)no2)ccc1OC
21. c1cncc(CNc2ncn[nH]2)c1
22. CC(C)(C)c1cc(NC(=O)c2c(F)cccc2Cl)n(-c2ccccc2)n1
23. COc1cc(CC(NC(C)=O)C(=O)NC2CCN(S(=O)(=O)c3ccc(NC(C)=O)cc3)CC2)cc(OC)c1 (centres undefined)
24. CC1(C)CC(CCNC(=O)c2ccco2)CC(C)(C)N1
screen / no.,17,18,19,20,21,22,23,24
CaV13 FRET inh,-6,-5,-3,-5,-3,-7,-4,-5
Granule exo inh,-4,-5,2,6,-8,?,-10,4
Vif imaging,.,16,1,-6,3,-1,1,9
iPSC survival up,3.2,1.0,1.8,0.0,-0.3,-0.4,1.4,1.0
PDI turbidity,1,1,-1,-4,0,11,-5,2
aDG glyco act,0.3,-0.3,0.2,0.1,-0.1,-0.1,0.0,-0.2
H9c2 protect,15,8,4,0,3,-2,-5,-4
ABCB6 inh 2,110,102,100,105,96,98,97,96
m5-HT2A agonist,-4,1,2,-12,-4,-8,0,2
Glyco luc inh,15,4,2,1,2,-1,1,2

25. Cc1ccc(OCC(=O)N/N=C\c2cn(C)c3ccccc23)c([N+](=O)[O-])c1
26. COc1ccc(N(C)C(=O)c2cc3c(s2)-c2c(C)cccc2OC3)c(OC)c1
27. O=C(NCCC1CCCCN1S(=O)(=O)c1cccs1)C(=O)Nc1ccc(F)cc1 (centres undefined)
28. CN(CC(=O)Nc1cccc(F)c1)C(=O)c1cccnc1Sc1ccccc1Cl
29. Cc1cccc(C)c1NC(=O)CNc1ncnc2sc(C)c(C)c12
30. COc1ccc2ccc3c(c2c1)N=CC1(O3)N(C)c2ccccc2C1(C)C (centres undefined)
31. COc1ccc(CNC(=O)CN(C)S(=O)(=O)c2ccc3c(c2)c(=O)n(C)c(=O)n3C)cc1
32. COc1ccc(-c2coc3cc(OC(=O)N4CCOCC4)ccc3c2=O)cc1
screen / no.,25,26,27,28,29,30,31,32
CaV13 FRET inh,-4,-4,-6,-7,-4,.,-3,-19
Granule exo inh,-2,-2,3,-4,0,1,-2,-1
Vif imaging,8,23,0,3,18,0,-9,-13
iPSC survival up,-0.8,0.5,-0.2,-0.1,1.8,-2.0,0.0,-0.2
PDI turbidity,-7,-6,-3,1,0,-4,2,22
aDG glyco act,-0.1,-0.2,0.2,0.1,1.8,0.1,-0.1,0.4
H9c2 protect,15,-8,2,5,-13,-3,4,-4
ABCB6 inh 2,92,100,99,100,96,95,101,101
m5-HT2A agonist,-1,2,3,-10,1,2,13,6
Glyco luc inh,2,-3,4,-1,-1,1,1,-3

33. Cc1cc(O)ccc1Nc1nc(-c2cccs2)cs1
34. CCOc1ccc(/C=N/NC(=O)c2c(C)n(C)c3ccc(OC)cc23)cc1
35. CCOC(=O)C1(C)CCCN(C(=O)c2ccc3c(c2)CCO3)C1 (centres undefined)
36. O=C(c1csc2c1CCCC2)N1CCN(c2ncccn2)CC1
37. Cc1cccc(NC(=O)CCn2c(=O)oc3ccccc32)c1
38. O=C1COc2ccc(S(=O)(=O)Nc3ccc4c(c3)OCO4)cc2N1
39. COC(=O)c1cc(OC)c(OC)cc1NC(=O)c1ccc(C)o1
40. CCN(CC(=O)NC1CCS(=O)(=O)C1)C(=O)c1ccc(S(=O)(=O)N(CC)CC)cc1 (centres undefined)
screen / no.,33,34,35,36,37,38,39,40
CaV13 FRET inh,-5,-5,-7,-5,-19,-5,-5,-2
Granule exo inh,1,2,-2,-3,1,-5,1,-3
Vif imaging,0,4,9,3,3,-14,-7,?
iPSC survival up,-2.3,1.3,0.7,2.7,0.3,5.2,-0.6,-0.2
PDI turbidity,7,4,2,20,-9,0,9,-5
aDG glyco act,0.0,-0.2,-0.1,0.1,-0.2,0.6,-0.2,-0.1
H9c2 protect,-17,10,-1,-1,2,-7,50*,-10
ABCB6 inh 2,100,106,99,99,94,101,100,99
m5-HT2A agonist,-2,-1,2,0,0,2,0,-3
Glyco luc inh,-17,16,2,3,2,1,2,0

41. Cc1ccc(Cn2ncc3c(NCCN(C)C)ncnc32)cc1
42. O=C(CSc1ccc(-c2ccco2)nn1)NC1CCCCC1
43. CCOC(=O)c1cc(OC(=O)c2ccccc2)n(-c2ccccc2)n1
44. Cc1cccc(C)c1OCC(=O)N=Nc1c(O)[nH]c2ccc(Br)cc12
45. CC(=O)NC12CC3CC(C1)CC(C(=O)Oc1ccc(N(C)S(=O)(=O)c4cc(C)ccc4C)cc1)(C3)C2
46. CC1CN(C(C)C(=O)NNC(=O)c2ccc(F)cc2)CC(C)O1 (centres undefined)
47. COc1cccc2c1OCC/C2=N\NC(=O)C(C)Oc1ccc([N+](=O)[O-])cc1 (centres undefined)
48. CCCC(=O)Nc1ccccc1NC(=O)CCC
49. COc1ccc(Cl)cc1N(CC(=O)Nc1ccccc1C(=O)N1CCOCC1)S(C)(=O)=O
screen / no.,41,42,43,44,45,46,47,48,49
CaV13 FRET inh,-4,-3,-12,-4,-15,-10,-13,-3,-3
Granule exo inh,16,0,-2,-1,4,4,0,-1,1
Vif imaging,-12,1,-5,-7,0,-5,-8,.,1
iPSC survival up,-0.2,0.1,-0.3,8.7,1.1,5.8,-2.9,0.6,-0.4
PDI turbidity,2,-9,-1,-6,-12,8,4,-5,-10
aDG glyco act,0.0,0.0,-0.1,0.0,0.5,0.0,-0.1,0.0,0.3
H9c2 protect,2,0,0,22,-12,1,-1,-2,-3
ABCB6 inh 2,97,93,108,100,92,99,102,85,97
m5-HT2A agonist,-1,0,-1,0,8,-4,4,-3,0
Glyco luc inh,4,-1,2,1,-1,2,2,1,-1

3 records picked at random from the list so far:
42. O=C(CSc1ccc(-c2ccco2)nn1)NC1CCCCC1
46. CC1CN(C(C)C(=O)NNC(=O)c2ccc(F)cc2)CC(C)O1 (centres undefined)
43. CCOC(=O)c1cc(OC(=O)c2ccccc2)n(-c2ccccc2)n1
screen / no.,42,46,43
CaV13 FRET inh,-3,-10,-12
Granule exo inh,0,4,-2
Vif imaging,1,-5,-5
iPSC survival up,0.1,5.8,-0.3
PDI turbidity,-9,8,-1
aDG glyco act,0.0,0.0,-0.1
H9c2 protect,0,1,0
ABCB6 inh 2,93,99,108
m5-HT2A agonist,0,-4,-1
Glyco luc inh,-1,2,2
